Bioassay records deposited in PubChem BioAssay by National Center for Advancing Translational Sciences (NCATS).
GAA spleen mod = qHTS Assay for Inhibitors and Activators of Human alpha-Glucosidase From Spleen Homogenate; Lysosomal alpha-glucosidase (Homo sapiens), P10253; human spleen homogenate, 4-MU-alpha-glucoside fluorescence; Potency, µM (highest dose often 79.9 µM), for inactives: at the top dose activity change, negative = inhibition, hits mostly inhibitors; 240,000 compounds, 0.006% hits;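 also: potency is read from the fitted curve at half-maximal effect; 0% = enzyme with vehicle and -100% = no enzyme basal signal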
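Human spleen homogenate (1 ug) with 4-methylumbelliferyl-alpha-D-glucopyranoside (1 mM final) in 50 mM citrate/phosphate pH 5.0, 0.01% Tween-20; 40 min at 37 C. Stopped at pH 10; 4-MU fluorescence Ex 365/Em 440 nm; AC50 by Hill fit.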
GAA inhib = qHTS Assay for Inhibitors of Human alpha-Glucosidase as a Potential Chaperone Treatment of Pompe Disease | Lysosomal alpha-glucosidase (Homo sapiens), P10253 | purified human GAA, 4-MU-alpha-glucoside fluorescence | Potency, µM (doses to about 76.9 µM), inactives show top-dose activity change, negative = inhibition, most hits filed as inhibitors | 200,000 compounds, 0.005% hits;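 also: potency is read from the fitted curve at half-maximal effect; plate controls were uninhibited enzyme wells for no effect and no-enzyme background for full effect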
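Human enzyme at 4 nM with 400 uM 4-methylumbelliferyl-alpha-D-pyranoside, citrate/phosphate buffer pH 5.0, 0.005% Tween-20, 20 min at room temperature. Compounds up to 77 uM. 4-MU fluorescence (Ex 365/Em 440) read after NaOH/glycine stop; AC50 from Hill fit.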
HTT ATP protect = qHTS Multiplex Assay to Identify Dual Action Probes in a Cell Model of Huntington: Cytoprotection (ATP) | Potency, µM (titrated, usually from 56.4 µM), for inactives: cytoprotection (ATP increase), usual class: activators | PC12 HTT-Q103 induced, cytoprotection, ATP luminescence, 40 h | 230,000 compounds, 0.14% hits;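 also: potency is read from the fitted curve at half-maximal effect; % of control where 0% means no effect; nearly all actives have a fitted effect of over 45% in size; toxic huntingtin expression switched on by the ecdysone agonist tebufenozide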
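PC12 cells stably carrying ecdysone-inducible Htt exon 1 (Q103)–GFP were induced with 100 nM tebufenozide (final) alongside library compounds in a dose series. Cytoprotection was scored as retained ATP by ATPlite luminescence.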
GAA glycogen mod = qHTS Assay for Inhibitors and Activators of Human alpha-Glucosidase Cleavage of Glycogen. Lysosomal alpha-glucosidase (Homo sapiens), P10253. recombinant GAA, glycogen substrate, Amplex Red glucose oxidase fluorescence. Potency, µM (series often up to 76.4 µM), for inactives: at the highest dose activity change, negative = inhibition, actives largely listed as inhibitors. 300,000 compounds, 0.38% hits;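 also: potency is read from the fitted curve at half-maximal effect; 0% = full enzyme reaction and -100% = no-enzyme basal signal; the screen sought inhibitors and activators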
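Recombinant enzyme (4 nM final) with compounds titrated up to 77 uM and bovine liver glycogen (30 ug) in citrate pH 5.0, 0.01% Tween-20, 37 C 40 min. Released glucose detected by Amplex Red/glucose oxidase (Ex 573/Em 610); AC50 from Hill fits.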
CBFb-RUNX1 inh = qHTS Assay for Compounds Blocking the Interaction Between CBF-beta and RUNX1 for the Treatment of Acute Myeloid Leukemia; Potency, µM (highest dose often 59.8 µM), inactives show top-dose activity, negative = inhibition, usual class: inhibitors; AID 1477, 2009; AlphaScreen CBFb-His/RUNX1-biotin binding, biochemical; 230,000 tested, under 10 active; also: % of control where 0% means no effect
Target sequence (Q01196 whole entry, looked up): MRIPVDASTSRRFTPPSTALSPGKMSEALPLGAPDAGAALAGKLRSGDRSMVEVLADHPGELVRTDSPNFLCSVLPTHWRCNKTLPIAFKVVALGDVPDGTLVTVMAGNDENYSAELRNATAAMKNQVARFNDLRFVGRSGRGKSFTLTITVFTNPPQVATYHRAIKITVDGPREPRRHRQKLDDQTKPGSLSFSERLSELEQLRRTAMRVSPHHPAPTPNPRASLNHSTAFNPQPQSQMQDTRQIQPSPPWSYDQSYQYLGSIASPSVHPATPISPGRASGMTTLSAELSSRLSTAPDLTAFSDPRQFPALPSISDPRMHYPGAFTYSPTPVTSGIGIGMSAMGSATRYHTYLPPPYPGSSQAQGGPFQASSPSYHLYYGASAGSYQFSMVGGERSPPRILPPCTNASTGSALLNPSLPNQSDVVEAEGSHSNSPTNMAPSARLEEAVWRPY
Target sequence (Q13951 whole entry, looked up): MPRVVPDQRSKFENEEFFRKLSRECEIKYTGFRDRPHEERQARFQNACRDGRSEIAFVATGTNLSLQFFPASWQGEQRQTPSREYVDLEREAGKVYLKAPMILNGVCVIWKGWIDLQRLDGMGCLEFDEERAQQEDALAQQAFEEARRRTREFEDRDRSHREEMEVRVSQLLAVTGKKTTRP
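CBF-beta (His) and RUNX1 (biotin), 30 nM each; 20 min preassociation; + compound, 15 min; + beads 50 ng each (Ni, streptavidin), 90 min; RT; AlphaScreen read.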
HttQ103 aggreg = qHTS Multiplex Assay to Identify Dual Action Probes in a Cell Model of Huntington: Aggregate Formation (GFP); PC12 HttQ103-GFP aggregates, Acumen cytometry, 40 h; Potency, µM (top dose mostly 46.1 µM), without a hit: at the highest dose activity change, negative = inhibition, most hits filed as inhibitors; 220,000 compounds, 1.1% hits; AID 1688, 2009; also: potency is read from the fitted curve at half-maximal effect; % is scaled to controls: 0 for no effect and ±100 for the full control effect; nearly all actives have a fitted effect of over 60% in size
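Inducible Q103 Huntingtin exon 1–GFP PC12 line, 1500 cells/well in phenol red free DMEM with 5% equine and 5% calf serum. Tebufenozide 100 nM induced expression; compounds titrated; aggregates quantified by cytometry.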
LMNA splice mod = qHTS Assay for Modulators of Lamin A Splicing; HeLa LMNA splicing GFP/RFP minigene ratio, 48 h; AID 1487, 2009; 200,000 compounds, 0.01% hits; Potency, µM (top dose mostly 46.1 µM), for the others: top-dose ratio change, negative = inhibition, usual class: inhibitors; active = well fitted inhibition curve with a large enough effect in the signal ratio, with a control signal flat, not every such curve was filed as active; inconclusive = small, poorly fitted or top-dose-only effect, or effect the other way, or a change in a side signal; the % refers to the signal ratio; also: potency is read from the fitted curve at half-maximal effect; % is scaled to controls: 0 for no effect and ±100 for the full control effect
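S3 HeLa stable clones carrying a lamin A-EGFP splicing minigene plus DsRed2 were seeded at 600 cells/well in Opti-MEM with 2% FBS, pin-dosed and incubated 48 h at 37°C. Acumen cytometry (488 nm) gave the GFP/RFP total-intensity ratio.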
* marks the source's active call; other numbers are inactive results; ? = inconclusive; . = no result given; [ ] = another dose, or the depositor's remark. Unless noted, calls follow the shape of the dose curve; as a rule, active = well fitted curve in the direction sought with a large enough effect; inconclusive = small, poorly fitted or top-dose-only effect, or another doubt; inactive = no such curve, though single readings can be large; an effect the other way counts as inactive or inconclusive.

SMILES,GAA glycogen mod,CBFb-RUNX1 inh,GAA inhib,HttQ103 aggreg,LMNA splice mod,HTT ATP protect,GAA spleen mod
CCOC(=O)c1ccc(NC(=O)CCNC(=O)c2ccc([N+](=O)[O-])cc2)cc1,4%,9%,2%,7%,-19%,-5%[10 µM],-7%
Cc1ccc2c(c1)-c1c(ssc1=S)C(C)(C)N2C(=O)c1ccco1,3%,-28%,-4%,-22%,1%,14%[10 µM],3%
CC(C)C[C@@H](/C=C/S(C)(=O)=O)NC(=O)[C@H](CC(C)C)NC(=O)[C@H](CC(C)C)NC(=O)OCc1ccccc1,.,-7%,.,.,.,-54%[inhibitor],0%
COC(=O)c1ccc(C(NC(=O)OCc2ccccc2)/C(=C/[C@@H](C)C(=O)NCCF)c2cccnc2)cc1 (stereo partly drawn),.,2%,.,.,.,0%,-11%
Cc1cccc(-n2c(O)c(C=Nc3cccc(O)c3)c3ccccc3c2=O)n1,0%,0%,.,9%[9.22 µM],.,8%[10 µM],-2%
CCN(CC)S(=O)(=O)c1cccc(N2CC(O)=C(c3ccccc3)C2=N)c1,-1%,7%,.,14%[9.22 µM],.,12%[10 µM],1%
COc1ccc(NC(=O)C2CCC(N3C(=O)C4C5C=CC(C5)C4C3=O)CC2)cc1 (stereo not drawn),1%,3%,4%,?,-11%,5%,0%
Cc1cc(C(=O)COc2ccccc2Cl)c(C)n1-c1ccc2c(c1)OCO2,11%,1%,5%,?,?,8%[0.074 µM],0%
COc1cc2ccccc2c2c1CCCC2=O,-4%,25%,-5%,30%,4%,-9%,0%
COC(=O)c1ccc(Cl)cc1NC(=O)/C=C/c1ccc(C)o1,-1%,1%,8%,?,17%,.,-3%
O=C1OCCC1Sc1nc2cc(Cl)ccc2n1Cc1ccccc1 (stereo not drawn),-27%,-1%,-8%,13%,3%,-10%,-6%
N#C/C(=C/c1ccc([N+](=O)[O-])cc1)C(=O)Nc1ccccc1O,-24%,-12%,-2%,-2%,?,6%[10 µM],-6%
CCn1c(C)c(CCC(=O)O)c(=O)n2nc(-c3ccccc3OC)cc12,2%,23%,4%,-12%,0%,-13%,-1%
NC(=O)CSc1ccc(F)cc1,4%,7%,0%,4%,?,0%[10 µM],2%
O=C(O)CN1C(c2ccccc2)=Nc2ccc(Br)cc2C1c1ccccc1 (stereo not drawn),6%,1%,12%,-29%[9.22 µM],?,-35%[10 µM],0%
COC(=O)C1=C(C)Nc2c(c(=O)n(C)c(=O)n2C)C1c1ccc(C)cc1 (stereo not drawn),?,-4%,2%,0%,.,-20%,1%
CCOC(=O)c1cnc(Nc2nc3ccccc3o2)nc1CSC(=S)N1CCCCC1,-1%,-15%,5%,?,3%,-21%[10 µM],-8%
COc1ccc(N2CCN(C(=O)CN=C3NS(=O)(=O)C(c4ccc(C)cc4)=C3C)CC2)cc1,-17%,7%,-11%,-11%,-5%,15%[10 µM],1%
CC(=O)Nc1ccccc1C(=O)C(=O)Nc1ccc(C)c(C)c1,0%,-2%,-3%,-5%,?,.,3%
CCCCc1cc(=O)oc2cc(C)cc(O)c12,-1%,1%,0%,?,7%,-17%,-19%
COC(=O)c1cnn(-c2ccccc2)c1/C=N/NC(=S)Nc1ccccc1,-1%,-2%,.,15%[9.22 µM],.,26%[10 µM],-2%
CCOc1cc(CN2CCN(c3cccc(C(F)(F)F)c3)CC2)ccc1O,?,0%,-2%,-17%,?,8%,-3%
COCCn1c(SCCCC(=O)c2ccc(Br)cc2)nnc1-c1ccncc1,-7%,0%,0%,-20%[9.22 µM],?,20%,-2%
COC(=O)c1ccccc1NC(=S)N(Cc1ccc2c(c1)OCO2)Cc1cc2ccc(C)cc2[nH]c1=O,-8%,-16%,-6%,3%,-4%,-15%[10 µM],-19%
Cc1csc2nc(CNC(=O)C3CCCCC3)cn12,-1%,5%,-1%,-7%,-4%,8%[10 µM],-3%
Fc1cccc(Cc2noc(CN3CCCCC3c3ccccn3)n2)c1 (stereo not drawn),-3%,3%,9%,8%[9.22 µM],-29%[46 µM],15%[10 µM],-1%
O=C(c1nsc(Cl)c1Cl)N1CCCCC1,7%,2%,-7%,-4%,?,-7%[10 µM],-3%
Cc1ccc(NC(=S)NCCc2ccc(F)cc2)c(C)c1,?,-5%,?,-4%,-12%,18%[10 µM],5%
c1ccc(OCc2nn3c(-c4ccco4)nnc3s2)cc1,11%,-1%,2%[15.4 µM],-14%,-20%,-12%,-6%
O=C(Nc1ccc2c(c1)OCO2)N1CCN(S(=O)(=O)c2ccc(Cl)cc2)CC1,5%,-5%,3%,-16%,-20%,-22%[0.074 µM],-2%
C/C(CC(=O)Nc1ccc(C)c(Cl)c1)=N\NC(=O)c1ccco1,?,6%,3%,.,10%[46 µM],.,1%
O=C1CC(Nc2ccccc2)C(=O)N1c1ccc(N2CCOCC2)cc1 (stereo not drawn),6%,2%,-8%,11%,1%,6%,-5%
CC(C)(C)NCC(O)CON=C1c2ccccc2-c2ccccc21 (stereo not drawn),15%,4%,-3%,-3%,?,-16%[10 µM],0%
Cc1ccc(C(=O)N2CC(C)SC2=Nc2cccc(S(=O)(=O)N(C)C)c2)cc1 (stereo not drawn),-6%,-3%,-5%,10%,?,-5%[10 µM],-12%
O=C(CN(c1ccc(Cl)c(C(F)(F)F)c1)S(=O)(=O)c1ccccc1)N/N=C/c1cccc2c1OCCO2,-14%,-4%,?,?,?,-44%[inhibitor],-7%
O=C(Cc1ccc(F)cc1)Nc1c2c(nn1-c1cccc(Cl)c1)CS(=O)C2 (stereo not drawn),-1%,7%,-4%,-8%,4%,0%,-7%
CCCC(C)C(=O)Nc1ccc(S(=O)(=O)Nc2nccs2)cc1 (stereo not drawn),2%,-7%,13%,17%[9.22 µM],-1%[46 µM],2%[10 µM],0%
CCOC(=O)N1CCN(C(=O)/C=C/c2ccc([N+](=O)[O-])cc2)CC1,-14%,4%,-1%,-3%,-8%[46 µM],1%,-6%
COc1ccc(CCNC(=O)C2CCN(S(=O)(=O)c3cccc4nonc34)CC2)cc1OC,9%,5%,-3%,-5%,17%,-1%,1%
COc1ccc(OC)c(-n2nnnc2SCC(=O)Nc2cc(C)ccc2OC)c1,8%,2%,3%,23%,-8%,15%[10 µM],3%
C=CCn1c(=NC(=O)CC)n(C)c2ccccc21,3%,9%,2%,0%,-1%,6%[10 µM],3%
COC(=O)C1C(=O)c2c([nH]c(C(=O)OCCSC)c2C)CC1C (stereo not drawn),6%,-3%,-10%,-10%,0%,-13%,-5%
CCc1cccc(C)c1NC(=S)N(CCOC)C(C)c1ccco1 (stereo not drawn),-8%,8%,.,-1%[9.22 µM],.,1%[10 µM],5%
CC(C)(CNS(=O)(=O)c1ccc(Cl)cc1)N1CCCCC1,6%,6%,-4%,-10%,10%,-7%,-4%
CC1Cc2cc(C(=O)O)ccc2O1 (stereo not drawn),7%,-7%,-11%,17%,0%,1%[10 µM],0%
COC(=O)C1=C(C(=O)OC)[C@@H]2N(C)c3ccc(OC)cc3[C@@]23C[C@@H](C(=O)OC)N(C(=O)c2cc(C)oc2C)C3=N1,.,-6%[13.1 µM],.,.,?,16%[10 µM],-11%[17.4 µM]
CS(=O)(=O)N1CCC(C(=O)Nc2cc(C(F)(F)F)ccc2Cl)CC1,-12%,8%,-1%,14%,0%,7%,3%
CC(=O)N1CC=CC1(CC(C)C)C(=O)NCC1CC1 (stereo not drawn),.,5%,.,.,.,-11%,4%
Cc1cc(NC(=O)c2cccs2)no1,8%,10%,.,-12%[9.22 µM],.,4%[10 µM],2%
CCOC(=O)CC(NC(=O)Cn1nnc(-c2ccccc2F)n1)c1ccccc1Cl (stereo not drawn),10%,-1%,-11%,22%,.,.,6%
CCNC(=S)N(CCc1c(C)[nH]c2ccc(Cl)cc12)Cc1ccco1,-6%,-11%,-4%,?,7%[9.22 µM],-13%,-5%
CCOc1cccc2cc(C(=O)N3CCc4ccccc4C3)c(=O)oc12,1%,16%,-12%,1%,4%,18%[0.074 µM],-2%
COc1ccc2c(CC(=O)NCc3cccs3)coc2c1,-6%,?,-4%,17%,.,-40%[inhibitor],-3%
Cn1cc(/C=C2\SC(=O)N(c3ccc(O)cc3)C2=O)c2ccccc21,4%,-4%,.,-10%[9.22 µM],.,1%[10 µM],4%
O=C(O)CCN1CCOCC1,2%,2%,1%,7%,8%,-9%,-14%
COc1cc(N(C)C)c(NC(C)=O)cc1C(=O)O,8%,0%,0%,4%,11%,12%[1.9 µM],-2%
Cc1ccc(C)c(Cn2nnc3c(=O)[nH]c(C(=O)NCc4ccco4)nc32)c1,3%,-8%,-3%,-4%,14%,-18%,0%

An excerpt from above in order of formula weight, high to low.
SMILES,GAA glycogen mod,CBFb-RUNX1 inh,GAA inhib,HttQ103 aggreg,LMNA splice mod,HTT ATP protect,GAA spleen mod
Cc1ccc(C(=O)N2CC(C)SC2=Nc2cccc(S(=O)(=O)N(C)C)c2)cc1 (stereo not drawn),-6%,-3%,-5%,10%,?,-5%[10 µM],-12%
CS(=O)(=O)N1CCC(C(=O)Nc2cc(C(F)(F)F)ccc2Cl)CC1,-12%,8%,-1%,14%,0%,7%,3%
COc1ccc2c(CC(=O)NCc3cccs3)coc2c1,-6%,?,-4%,17%,.,-40%[inhibitor],-3%
